Cycloheximide cs – Cycloheximide Counterscreen for Small Molecule Inhibitors of Shiga Toxin; actives 12% (n = 300,000); cell reporter, cycloheximide protein synthesis inhibition counterscreen; max response, %; in the data active means max response mostly above about 13%, no sharp cut-off; inactive means mostly below about 14%; further: read at 38.3 µM for the half of the compounds with a filed dose; 0% is about no effect
Tb PYK inh – qHTS of Trypanosoma Brucei Inhibitors; pyruvate kinase (Trypanosoma brucei), Q57TT1; TbPYK enzyme, Kinase-Glo Plus ATP luminescence, 45 min; Potency, µM (doses to about 76.8 µM), for the others: at the top dose activity, negative = inhibition, usual class: inhibitors; actives 0.12% (n = 410,000); AID 624173, 2012; further: potency means the concentration at half of the fitted maximal effect; on the % scale 0 is the no-effect control and ±100 the full control effect; nearly all actives have a fitted effect of over 50% in size
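Assay buffer: 50 mM TEA pH 7.2, 100 mM KCl, 10 mM MgCl2, 0.05% BSA, 0.01% Tween-20. Pyruvate kinase from T. brucei plus substrate met compound, then ADP (130 uM final). Luminescence was read post 45 min RT.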
HCV inh – qHTS Assay for Inhibitors of Hepatitis C Virus (HCV); Huh7.5.1 HCVcc-Cre infection, luciferase reporter, 44 h; Potency, µM (top dose mostly 41.8 µM), for the others: at the top dose activity change, negative = inhibition, most hits filed as inhibitors; actives 3.4% (n = 340,000); further: potency means the concentration at half of the fitted maximal effect; on the % scale 0 is the no-effect control and ±100 the full control effect
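A cell-based infection assay in which seeded cells (1,000 per well) receive test compound after 4 h, are inoculated with HCVcc-Cre at approximately 0.5 moi, and are incubated 44 h before luminescence detection.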
Shiga toxin inh – A qHTS for Small Molecule Inhibitors of Shiga Toxin. Vero cells, Shiga toxin protein synthesis inhibition reporter. inhibition, % at 38.7 µM. actives 9.2% (n = 290,000). AID 2315, 2010; in the data active means inhibition mostly above about 28%, no sharp cut-off; inactive means mostly below about 43%; further: 0% is about no effect
Pf growth 96h – Primary qHTS for delayed death inhibitors of the malarial parasite plastid, 96 hour incubation. P. falciparum luciferase reporter growth, 96 h. Potency, µM (highest dose often 28.7 µM), inactives show at the top dose activity change, negative = inhibition, usual class: inhibitors. actives 6.9% (n = 320,000); further: potency means the concentration at half of the fitted maximal effect; on the % scale 0 is the no-effect control and ±100 the full control effect
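Parasite growth measured via integrated firefly luciferase reporter in P. falciparum. Infected erythrocytes at 2% hematocrit, 0.05% parasitemia final were treated 96 hours at 37 C under 5% CO2, and luminescence was read.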
Pf growth 48h – Primary qHTS for delayed death inhibitors of the malarial parasite plastid, 48 hour incubation | P. falciparum luciferase growth in erythrocytes, 48 h | Potency, µM (top dose mostly 28.7 µM), without a hit: top-dose activity change, negative = inhibition, most hits filed as inhibitors | actives 5.9% (n = 310,000); further: potency means the concentration at half of the fitted maximal effect; on the % scale 0 is the no-effect control and ±100 the full control effect
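Luciferase-expressing parasites in RBCs, 2% Hct / 0.1% parasitemia final; RPMI 1640 + 0.5% Albumax; 37 C, 5% CO2, one generation; luminescence read-out, lower signal = inhibition.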
LmPK inhibitor – qHTS Assay for Inhibitors of Leishmania Mexicana Pyruvate Kinase (LmPK). Q27686. purified LmPK, Kinase-Glo ATP luminescence, 1 h. Potency, µM (doses to about 57.5 µM), inactives show at the highest dose activity change, negative = inhibition, most hits filed as inhibitors. actives 0.37% (n = 290,000). AID 1721, 2009; further: potency means the concentration at half of the fitted maximal effect; on the % scale 0 is the no-effect control and ±100 the full control effect
Target sequence (Q27686 whole entry, looked up): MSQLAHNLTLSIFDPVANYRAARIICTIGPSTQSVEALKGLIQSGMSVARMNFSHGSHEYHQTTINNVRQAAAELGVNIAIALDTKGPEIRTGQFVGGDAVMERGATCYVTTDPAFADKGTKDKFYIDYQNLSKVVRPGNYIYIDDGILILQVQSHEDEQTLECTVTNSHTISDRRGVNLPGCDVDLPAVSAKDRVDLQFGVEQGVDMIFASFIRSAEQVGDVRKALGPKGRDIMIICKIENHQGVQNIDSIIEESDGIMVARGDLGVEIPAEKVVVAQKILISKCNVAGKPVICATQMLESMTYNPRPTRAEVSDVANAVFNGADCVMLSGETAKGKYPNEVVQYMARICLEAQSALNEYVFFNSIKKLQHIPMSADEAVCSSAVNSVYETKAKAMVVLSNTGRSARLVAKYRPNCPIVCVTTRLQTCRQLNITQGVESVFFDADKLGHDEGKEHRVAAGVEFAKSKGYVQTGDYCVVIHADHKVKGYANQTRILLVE
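Purified LmPK (0.1 nM) converted ADP (0.1 mM) to ATP with PEP (0.5 mM) in imidazole buffer pH 7.2 with KCl and MgCl2, 1 h at room temperature. ATP was read by Kinase-Glo luminescence; data normalized to uninhibited and no-enzyme controls.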
* marks the source's active call; other numbers are inactive results; i = inactive; ? = inconclusive; . = no result given; & = joins results of further samples; [ ] = remark or other dose. Unless noted, the call rests on the fitted dose curve; in most records, active means well fitted curve in the direction sought with a large enough effect; inconclusive means small, poorly fitted or top-dose-only effect, or another doubt; inactive means no such curve, though single readings can be large; an effect the other way counts as inactive or inconclusive. Compounds were not picked by outcome; any-hit rate near 24%.

Compound | Cycloheximide cs | Tb PYK inh | HCV inh | Shiga toxin inh | Pf growth 96h | Pf growth 48h | LmPK inhibitor
CCOC(=O)C1CCN(C(=S)Nc2cc(C)ccc2C)CC1 | -1 | -6% | 5% | 12 | 44%[activator] | 16% | -1%
CCN(CC)CCNC(=O)CCCNC(=O)Cn1cnc2sc(C)c(C)c2c1=O | -3 | -5% | 4% | 4 | . | 14% | -1%
Cn1c(SCC(=O)NCc2cccs2)nnc1-c1ccc(S(=O)(=O)N2CCCC2)cc1 | -5 | 0% | -3% | 9 | 8.3µM* | ? | -1%
C=CCNC(=O)c1cc2c(=O)n3ccccc3nc2s1 | 34* | 1% | -1% | 72* | 21% | 126%[activator] | -2%
O=C(NC(=S)NCc1ccccc1)c1ccccc1 | 6 | -3% | -10% | 12 | 47%[activator] | -2% | -4%
COC(=O)c1n[nH]n(-c2cc(Cl)cc(Cl)c2)c1=O | 0 | -2% | 7% | -7 | ? | ? | -5%
COCCn1c(-c2ccc(-c3ccc([N+](=O)[O-])cc3Br)o2)nc2c1c(=O)[nH]c(=O)n2CC(C)C | -2 | -18% | ? | 17 | 0% | 0% | 1%
O=C(COC(=O)c1cccnc1)Nc1cccc(Cl)c1 | 2 | -8% | -8% | -7 | 4.7µM* | -16% | 0%
O=[N+]([O-])c1cccc(CSc2ncnc3ccccc23)c1 | 10 | -3% | -27% | 25 | ? | -3% | -8%
CCOc1c(C)cnc2c1c(=O)n(Cc1ccccc1F)c(=O)n2C | -2 | 1% | -3% | -4 | 3% | 11% | -3%
Nc1ccccc1S(=O)(=O)NCCCCc1ccccc1 | -1 | 3% | -5% | 6 | 3% | 34% | -3%
CCOc1ccccc1N(CC(=O)Nc1ccccc1C(=O)O)S(C)(=O)=O | 1 | -6% | -1% | 2 | ? | -26% | 4%
COc1ccccc1-n1c(O)c(/C=N/N2CCCCC2)c(=O)n(-c2ccccc2OC)c1=S | 14 | -4% | 1% | 33* | 18% | -8% | -2%
O=C(CSc1nnc(CCCO)n1-c1ccccc1)NCCc1ccccc1 | -1 | 0% | 4% | 1 | . | -4% | 7%
N#C/C(=C\Nc1ccccc1SC(F)(F)F)c1nc(-c2ccccc2)cs1 | -6 | 2% | 11% | -7 | ? | ? | -2%
CC(NS(=O)(=O)c1ccccc1)C(c1cccs1)N1CCOCC1 (configuration not stated) | -1 | -5% | 24% | -5 | 24% | 29% | 7%
COc1ccc(COC(=O)c2cc([N+](=O)[O-])ccc2N2CCOCC2)cc1F | . | -2% | 32µM* | . | ? | ? | .
Cc1ccc2c(Cl)c(C(=O)NCC3CCCO3)sc2c1 (configuration not stated) | 55* | -3% | 2.2µM* | 77* | 93%[activator] | 314%[activator] | 1%
Cc1cc(SCC#N)n2nc(C)c(-c3ccc(Cl)cc3)c2n1 | -1 | -3% | ? | -23 | . | ? | 2%
CNS(=O)(=O)c1cccc(C(=O)OCc2cc(Cl)cc3c2OCOC3)c1 | 2 | -3% | ? | -4 | -21% | -18% | 7%
OCCNCc1c(OCc2ccc(Cl)cc2)ccc2ccccc12 | -7 | -4% | 11µM* | -3 | -18% | 0%[0.00184 µM] | -4%
COc1ccc(C(c2c(NC(=O)c3ccccc3)sc(C)c2C)N2CCN(CCO)CC2)cc1 (configuration not stated) | 22* | -4% | -8% | 56* | ? | ? | 1%
O=C(/C=C/c1ccc(O)cc1)OCc1occc(=O)c1O[C@@H]1OC(CO)[C@@H](O)[C@H](O)[C@@H]1O (some centres not stated) | -5 | -1% | 4%[8.37 µM] | -2 | -17% | 16% | -8%
CCn1ncc(NC(=S)Nc2ccc(OC)c(OC)c2)c1C(N)=O | 5 | -7% | 12% | 33 | ? | 21% | -7%
COc1ccc(CC2S/C(=C(\C#N)C(=O)NCc3ccco3)N(c3ccc(C)cc3)C2=O)cc1 (configuration not stated) | 8 | 0% | 11% | 36 | . | ? | 0%
O=C1OCCC1Sc1nnc(-c2cccnc2)n1-c1ccccc1F (configuration not stated) | -3 | ? | 17% | 15 | 19% | 19% | 4%
CCC(C)NC(=O)Cn1c(=O)n(-c2ccccc2)c(=O)c2ccc(C(=O)NCc3ccco3)cc21 (configuration not stated) | -5 | 0% | 1% | 3 | ? | -18% | 1%
Cc1ccc(NC(=O)NC2CCCCCCC2)c(C)c1 | -1 | 7% | 7% | -13 | 25% | 18% | -4%
CCN(CC)S(=O)(=O)c1ccc(N2CCCC2)c(NC(=O)C2CCCCC2)c1 | -1 | -4% | 1% | 1 | 7% | 2% | -1%
CC(C)(C)c1cc(CCC(=O)NN)cc(C(C)(C)C)c1O | 12 | -2% | 4% | -19 | 0% | ? | 2%
CCCCN1CCc2c([nH]c3c(C)cccc23)C1=O | 42* | -26% | -23% | 69* | ? | . | 0%
CCOC(=O)C1(CCCc2ccccc2)CCN(C(=O)CN2CCOC2=O)CC1 | 8 | -1% | 4% | 9 | 15µM* | 11% | 2%
Cc1c(-c2n[nH]c(=S)n2-c2ccc(C(F)(F)F)cc2)nnn1-c1ccccc1 | -2 | ? | 2% | -7 | -14% | -6% | -12%
O=C(NC(=S)NCc1cccnc1)c1ccccc1 | 1 | 5% | 14% | -11 | 5% | 27% | 0%
CCOC(=O)c1oc2ccccc2c1COC(=O)C(C)NC(=O)c1ccco1 (configuration not stated) | . | 0% | -22% | . | -25% | -5% | .
O=C(O)CSc1c2c(nc3cc(C(=O)Nc4cccc(C(F)(F)F)c4)ccc13)CCCC2 | -2 | 7% | 4% | -4 | -27% | -8% | 1%
CC(C)OC12Oc3ccccc3C=C1N1CCC2CC1 (configuration not stated) | -2 | -3% | -7% | 8 | ? | -4% | -2%
Clc1ccccc1-c1cc(COc2ccc3ccccc3c2)no1 | 7 | -4% | -2% | 9 | 41%[activator] | 57%[activator] | -3%
Cn1cccc1Cc1nnc(SCC(=O)NCc2ccco2)n1-c1ccc(F)cc1 | 2 | -5% | 9% | 17 | ? | 0% | 4%
COCCNC(=O)CCSCc1ccccc1F | -3 | 0% | 6% | 3 | 36%[activator] | 4% | -11%
Cc1cc(C(=O)O)ccc1NCc1ccncc1 | -2 | -2% | -9% | 6 | ? | 30% | -3%
O=C(CCO)c1ccc(O)cc1 | -3 | -15% | 21% | -12 | 45%[activator] | 8% | 14%
COc1ccc(OC)c(/C=C/C(=O)OCC(=O)NCc2cccs2)c1 | . | 0% | -27% | . | ? | -18% | .
S=c1[nH]nc(-c2ccccc2)n1/N=C/c1cccc(Cl)c1 | -2 | ? | -2% | -5 | 9% | -1% | -5%
CCOc1ccc(N2C(N)=NC(N)=NC2(C)C)cc1 | -4 | 3% | 3% | -14 | 10% | 0.13µM* | 1%
COc1ccc(OCCn2cnc3ccccc32)cc1 | 9.5* | -3% | ? | 33* | ? | -1% | -3%
COc1ccccc1C(=O)CSc1ccccn1 | 27* | 3% | 5% | 94* | 95%[activator] | 89%[activator] | -13%
CC(C)NC(=O)c1ccc(-c2ccc(Cl)c(C(F)(F)F)c2)o1 | -4 | 6% | -11% | -9 | 3.3µM* | . | 0%

Quoted at random: two records from the list
Compound | Cycloheximide cs | Tb PYK inh | HCV inh | Shiga toxin inh | Pf growth 96h | Pf growth 48h | LmPK inhibitor
Cc1c(-c2n[nH]c(=S)n2-c2ccc(C(F)(F)F)cc2)nnn1-c1ccccc1 | -2 | ? | 2% | -7 | -14% | -6% | -12%
Cc1cc(C(=O)O)ccc1NCc1ccncc1 | -2 | -2% | -9% | 6 | ? | 30% | -3%

Carrying on:
Compound | Cycloheximide cs | Tb PYK inh | HCV inh | Shiga toxin inh | Pf growth 96h | Pf growth 48h | LmPK inhibitor
Cc1c(C=C2C(=O)c3ccccc3C2=O)cc(C#N)n1C | 2 | -2% | 5% | -4 | 40%[activator] | -1% | 7%
CCCCC[C@]12Cc3ccccc3C(O1)C1=C(CC(C)(C)CC1=O)O2 | -3 | . | . | i | ? | 34%[activator][5.75 µM] | -5%[11.5 µM]
CC1=C(C(=O)N2CCN(C(=O)c3ccco3)CC2)C2(CCC(C)CC2)OC1=O (configuration not stated) | 1 | 3% | 12% | 10 | -20% | -10% | 2%
COc1ccccc1-c1coc2cc(OC(=O)N3CCOCC3)ccc2c1=O | 48* | 3% | 0% | 101* | 20% | 37%[activator] | -2%
CCOC(=O)c1ccc(N=C2NC(=O)CS2)cc1 | -2 | -7% | 12% | -2 | 129%[activator] | 6% | 0%
COc1ccc(S(=O)(=O)N2CCN(c3c(C)cccc3C)CC2)cc1OC | 1 | -2% | 18% | -1 | 7% | . | 8%
Cc1cc(NC(=O)c2ccccc2F)cc(C)c1OCC(=O)N1CCOCC1 | 12 | 2% | -2% | 20 | 12% | 34%[activator] | -9%
COc1ccc2c(C)cc(SCC(=O)N3CCOCC3)nc2c1 | -1 | -1% | -25% | -7 | 0.19µM* | 3% | 1%
COc1ccc(CCNC(=O)C23CCC(C)(C(=O)C2Br)C3(C)C)cc1OC (configuration not stated) | 5 | -5% | -4% | 15 | -18% | -16% | 0%
O=C(CCC(=O)c1ccccc1)NCc1cccc(C(F)(F)F)c1 | . | -1% | -1% | . | 11% | -14% | .
CC1CCN(c2nc(-c3ccccc3)cc(C(F)(F)F)n2)CC1 | -5 | -6% | -21% | -12 | 0% | 52%[activator] | -5%
COCCNC(=O)COC(=O)c1cc(-c2ccc(OC)cc2)nc2ccccc12 | 11 | -1% | -2% | 13 | 252%[activator] | 2% | 2%
Cc1cc(C)cc(OCCNC(=O)c2cc(S(=O)(=O)N3CCOCC3)ccc2F)c1 | -2 | 2% | ? | -7 | -21% | ? | 2%
Cc1ccccc1NC(=O)Cn1nnc(C(=O)NCc2ccco2)c1N | 10 | -9%&7% | 5% | -22 | 53%[activator] | -1% | -2%
O=C(NCCCN1CCCCC1)c1ccc(CS(=O)c2ccc(F)cc2)o1 (configuration not stated) | -2 | -5% | 4% | -4 | ? | 27% | -4%
NNC(=O)c1cc(-c2cccs2)nc2ccccc12 | 1 | 3% | -2% | -6 | -19% | ? | 5%
COc1cc2c(cc1OC)-c1cc(Nc3ccc(C(=O)O)cc3)nc(=O)n1CC2 | -1 | 5% | 7% | -17 | ? | -18% | -2%
CCOC(=O)c1nsnc1NCCSC(=N)N | -1 | 1% | 5% | -5 | -3% | 3% | -1%
Cn1ncc(Br)c1N1C(=O)CCC1=O | -2 | 4% | 4% | -2 | 50%[activator] | 29% | 0%
O=c1[nH]c(C2CCN(S(=O)(=O)c3ccccc3F)CC2)nc2c1nnn2Cc1ccc2c(c1)OCCO2 | -3 | 0% | 6% | -4 | ? | -15% | 10%
CC(NC(=O)c1ccncc1)C(c1cccs1)N1CCOCC1 (configuration not stated) | -4 | 1% | 10% | 16 | -6% | 9% | 2%

Assay outcomes deposited in PubChem by National Center for Advancing Translational Sciences (NCATS).
